Screens as filed in PubChem.
GDH-TPI inh: GDH-TPI coupled enzyme inhibition counter-screen; GDH-TPI coupled enzyme counterscreen, NADH absorbance; inhibition, % at 4.8 µM; hit rate 1.2% among 360,000; in the data active = inhibition above about 30%;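 also: 0% = DMSO wells and 100% = wells lacking the enzyme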
FadD28 FP inh: M. tuberculosis FadD28 bisubstrate binding inhibition | FadD28 bisubstrate probe binding, fluorescence polarization | hit rate 0.22% among 360,000 | inhibition, % at 12.5 µM | AID 588549; in the data active = inhibition above about 8.5%, passing the limit was not always enough; inconclusive = no clear call, values can overlap the other calls
Yp Topo-I inh: blocks Yersinia pestis topoisomerase I activity; Y. pestis Topo-I cleavage product accumulation, plate reader; activity, % at 10 µM; hit rate 0.064% among 360,000; AID 504884; in the data active = activity above about 50%, passing the limit was not always enough; inconclusive = no clear call, values can overlap the other calls; also: inactives centre near 2
BH1578 lux ind: quorum light induction in luxS cqsA deficient V. cholerae | activation, % at 18.7 µM | V. cholerae BH1578 lux reporter, luminescence, 6 h | hit rate 0.16% among 350,000; in the data active = activation mostly above about 9.7%, no sharp cut-off; inconclusive = no clear call, values can overlap the other calls; inactive = mostly below about 3.7%; also: not every result past the cut was called active; inactives centre near 0; reference of the scale not given here
Mtb UGM inh: blocks M. tuberculosis UGM enzyme; purified UGM, fluorescence polarization probe displacement; inhibition, % at 10 µM; hit rate 0.06% among 320,000; AID 504406; in the data active = inhibition above about 10%, passing the limit was not always enough; inconclusive = no clear call, values can overlap the other calls
Target sequence (P9WIQ1 whole entry, looked up): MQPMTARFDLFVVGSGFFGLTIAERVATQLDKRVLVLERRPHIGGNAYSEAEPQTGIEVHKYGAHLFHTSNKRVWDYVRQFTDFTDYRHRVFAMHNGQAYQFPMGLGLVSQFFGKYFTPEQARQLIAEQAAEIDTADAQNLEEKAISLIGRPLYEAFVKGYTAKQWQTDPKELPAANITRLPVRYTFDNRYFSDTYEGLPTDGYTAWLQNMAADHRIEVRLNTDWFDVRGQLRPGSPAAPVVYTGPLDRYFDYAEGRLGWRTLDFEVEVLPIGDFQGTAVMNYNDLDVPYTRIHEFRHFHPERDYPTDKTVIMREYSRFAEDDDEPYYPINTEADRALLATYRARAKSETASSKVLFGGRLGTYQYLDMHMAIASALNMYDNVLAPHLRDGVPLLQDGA
TcdB GH inh: inhibitors of Clostridioides difficile toxin B glycohydrolase; inhibition, % at 9.99 µM; TcdB glycohydrolase enzymatic assay, plate reader; hit rate 0.24% among 350,000; in the data active = inhibition above about 10%
Mtb FBA inh: inhibits M. tuberculosis FBA enzyme. P9WQA3. purified M. tuberculosis FBA, fluorescence read-out. inhibition, % at 1 µM. hit rate 2.3% among 360,000. AID 588726; in the data active = inhibition above about 27%;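 also: 0% = vehicle and 100% = reference inhibitor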
Target sequence (P9WQA3 whole entry, looked up): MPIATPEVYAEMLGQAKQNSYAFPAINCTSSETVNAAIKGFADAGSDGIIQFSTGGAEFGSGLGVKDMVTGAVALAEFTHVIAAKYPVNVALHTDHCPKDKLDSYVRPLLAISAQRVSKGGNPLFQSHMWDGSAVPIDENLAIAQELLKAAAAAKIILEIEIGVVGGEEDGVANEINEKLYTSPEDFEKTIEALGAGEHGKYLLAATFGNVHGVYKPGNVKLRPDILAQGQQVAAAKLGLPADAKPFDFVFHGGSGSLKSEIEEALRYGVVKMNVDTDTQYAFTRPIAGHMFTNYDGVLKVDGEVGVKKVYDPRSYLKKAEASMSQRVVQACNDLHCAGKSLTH
PfHsp40 rescue: restores yeast growth despite PfHsp40 toxicity | S. cerevisiae expressing PfHsp40, growth rescue, ATP luminescence | growth rescue, % at 12.5 µM | hit rate 0.68% among 340,000 | AID 504582; in the data active = growth rescue above about 28%, passing the limit was not always enough; inconclusive = no clear call, values can overlap the other calls;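 also: yeast W303a lacking pdr1 and pdr3 grown in galactose medium; growth measured after three days at 30 °C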
Mtb BioA inh: blocks M. tuberculosis BioA enzyme activity; purified M. tuberculosis BioA enzyme, plate reader; hit rate 0.096% among 360,000; inhibition, % at 9.99 µM; in the data active = inhibition above about 40%; inconclusive = no clear call, values can overlap the other calls
The depositor's hits bear a star; & = joins results of further samples.

What do the screens show for `CC1(C)C(CC2OCC(CN3CCCCC3)O2)[C@H]2CC[C@@H]1C2` (stereo partly specified)?
GDH-TPI inh: 3.4; FadD28 FP inh: -0.3; Yp Topo-I inh: -4.5; BH1578 lux ind: inactive; Mtb UGM inh: 1.3; TcdB GH inh: -0.1; Mtb FBA inh: 1.6; PfHsp40 rescue: -0.7

What do the screens show for `COc1ccc(C(=O)NCCCN2CCOCC2)cc1Br`?
GDH-TPI inh: 4.3; FadD28 FP inh: -2.7; Yp Topo-I inh: 6.6; BH1578 lux ind: -1.9; Mtb UGM inh: 3.0; TcdB GH inh: -0.5; Mtb FBA inh: -0.3; PfHsp40 rescue: -0.1; Mtb BioA inh: -1.0

What do the screens show for `Cc1cc(C)c2nc(C(F)(F)F)nc(N3CCN(C(=O)c4ccco4)CC3)c2c1`?
GDH-TPI inh: 2.7; FadD28 FP inh: -1.6; Yp Topo-I inh: -3.2; BH1578 lux ind: -0.3; Mtb UGM inh: -1.4; Mtb FBA inh: -5.6; PfHsp40 rescue: -0.7; Mtb BioA inh: -4.0

What do the screens show for `CN(C1(C)CCS(=O)(=O)C1)S(=O)(=O)c1ccc(F)cc1` (stereo unspecified)?
GDH-TPI inh: -9.0; FadD28 FP inh: 0.2; Yp Topo-I inh: 10.7; BH1578 lux ind: inactive; Mtb UGM inh: -0.4; TcdB GH inh: 0.5; Mtb FBA inh: 3.2; PfHsp40 rescue: -0.8; Mtb BioA inh: -0.6

Results for CCN(CC)CCOC(=O)C1(c2ccccc2)CCOCC1 ?
GDH-TPI inh: 2.6; FadD28 FP inh: -1.3; Yp Topo-I inh: 0.8; BH1578 lux ind: 1.0; Mtb UGM inh: 0.4; Mtb FBA inh: 4.5; PfHsp40 rescue: -0.6; Mtb BioA inh: -1.8

How did Cn1ncc(Br)c1C(=O)NC12CC3CC(CC(C3)C1)C2 do in these assays?
GDH-TPI inh: -0.8; FadD28 FP inh: 0.7; Yp Topo-I inh: 4.8; BH1578 lux ind: -0.2; Mtb UGM inh: 0.5; TcdB GH inh: 0.8; Mtb FBA inh: -1.3; PfHsp40 rescue: 0.4

Results for COc1ccc(NC(=O)c2cc(NC(=O)C3CCCCC3C(=O)O)ccc2N2CCOCC2)cc1 (stereo unspecified) ?
GDH-TPI inh: -5.0; FadD28 FP inh: -0.4; Yp Topo-I inh: 8.0; BH1578 lux ind: inactive; Mtb UGM inh: -0.6; TcdB GH inh: -3.3; Mtb FBA inh: 2.1; PfHsp40 rescue: -0.3; Mtb BioA inh: 5.9

How did Cc1ccc(S(=O)(=O)N(CC(=O)Nc2cccc(N(C)S(C)(=O)=O)c2)c2ccc(Cl)c(Cl)c2)cc1 do in these assays?
GDH-TPI inh: 7.9; FadD28 FP inh: -2.3; Yp Topo-I inh: 4.1; BH1578 lux ind: 0.4; Mtb UGM inh: 0.3; Mtb FBA inh: -2.3; PfHsp40 rescue: 0.1; Mtb BioA inh: -1.9

How did C=CCn1c(SCC(=O)Nc2ccccc2OC)nnc1-c1ccccn1 do in these assays?
GDH-TPI inh: 3.8; FadD28 FP inh: -2.8; Yp Topo-I inh: 15.9; BH1578 lux ind: -5.6; Mtb UGM inh: 0.0; Mtb FBA inh: 1.1; PfHsp40 rescue: -0.5; Mtb BioA inh: 3.6

How did CCCC(=O)Nc1nc2ccc(NC(=O)c3cccnc3)cc2s1 do in these assays?
GDH-TPI inh: 4.6; FadD28 FP inh: -2.9; Yp Topo-I inh: -1.2; BH1578 lux ind: -1.9; Mtb UGM inh: -1.0; TcdB GH inh: 0.0; Mtb FBA inh: -2.2; PfHsp40 rescue: -1.6; Mtb BioA inh: 26.5

What do the screens show for `COc1cc(NC(=O)C2=C(N3CCOCC3)/C(=C/c3ccc(Cl)cc3)CC2)cc(OC)c1OC`?
GDH-TPI inh: 3.8; FadD28 FP inh: 1.5; Yp Topo-I inh: 3.3; BH1578 lux ind: 0.0; Mtb UGM inh: -0.3; TcdB GH inh: 0.9; Mtb FBA inh: 1.7; PfHsp40 rescue: 7.7

What do the screens show for `COc1ccc(-c2nc(C(=O)NCCCN3CCOCC3)cc3c2[nH]c2ccccc23)cc1OC`?
GDH-TPI inh: 14.7; FadD28 FP inh: -5.9; Yp Topo-I inh: 13.0; BH1578 lux ind: -0.6; Mtb UGM inh: -0.6; TcdB GH inh: 6.2; Mtb FBA inh: 50.0*; PfHsp40 rescue: 0.1; Mtb BioA inh: -0.4

What do the screens show for `O=C(CSCC(=O)NC1CCCC1)Nc1ccccc1`?
GDH-TPI inh: 6.4; FadD28 FP inh: 2.5; Yp Topo-I inh: -10.0; BH1578 lux ind: 0.0; Mtb UGM inh: -0.9; TcdB GH inh: 0.9; Mtb FBA inh: 1.1; PfHsp40 rescue: -0.8

Results for O=C(NC(C(=O)O)c1ccccc1)c1ccccc1 (stereo unspecified) ?
GDH-TPI inh: 11.2; FadD28 FP inh: -2.4; Yp Topo-I inh: -0.4; BH1578 lux ind: -1.2; Mtb UGM inh: 0.9; TcdB GH inh: 0.1; Mtb FBA inh: -0.7; PfHsp40 rescue: 2.9; Mtb BioA inh: -0.7

What do the screens show for `C[C@H]1CN([C@@H](C)CO)C(=O)CCCn2nncc2CO[C@H]1CN(C)S(=O)(=O)c1ccc(-n2cccn2)cc1`?
GDH-TPI inh: 10.3; FadD28 FP inh: -1.2; Yp Topo-I inh: 13.7; BH1578 lux ind: inactive; TcdB GH inh: -1.0&-0.9; Mtb FBA inh: 2.0; Mtb BioA inh: 0.3&0.5

What do the screens show for `Cn1c(=O)n(C)c2cc(CNc3ccc(N4CCOCC4)c(C(=O)O)c3)ccc21`?
GDH-TPI inh: 8.4; FadD28 FP inh: 0.6; Yp Topo-I inh: 5.2; BH1578 lux ind: -0.2; Mtb FBA inh: 9.5; PfHsp40 rescue: -0.5; Mtb BioA inh: 1.5

Results for COc1ccc(C2=NN(C(=O)CCC(=O)O)C(c3cccs3)C2)cc1OC (stereo unspecified) ?
GDH-TPI inh: 3.8; FadD28 FP inh: 0.1; Yp Topo-I inh: 11.4; BH1578 lux ind: -0.5; Mtb UGM inh: -1.2; TcdB GH inh: 0.2; Mtb FBA inh: 26.2; PfHsp40 rescue: -0.8

How did CC(=O)c1ccc(NC(=O)C(C)n2nc(-c3ccccc3)c3cc(Cl)ccc32)cc1 (stereo unspecified) do in these assays?
GDH-TPI inh: 6.2; FadD28 FP inh: -0.5; Yp Topo-I inh: 0.7; BH1578 lux ind: -0.2; Mtb UGM inh: 0.2; TcdB GH inh: 1.3; Mtb FBA inh: 2.2; PfHsp40 rescue: -0.3; Mtb BioA inh: -0.1

What do the screens show for `O=C(NC(=S)N1CCCc2ccccc21)c1ccc(Br)cc1`?
GDH-TPI inh: 8.3; FadD28 FP inh: -3.1; Yp Topo-I inh: -4.4; BH1578 lux ind: -0.6; Mtb UGM inh: -1.0; Mtb FBA inh: -1.5; PfHsp40 rescue: -0.5

What do the screens show for `Cc1ccc(-c2nnc(N3CCCCC3)c3ccccc23)cc1S(=O)(=O)N1CCN(C)CC1`?
GDH-TPI inh: 6.9; FadD28 FP inh: -2.1; Yp Topo-I inh: 32.6; BH1578 lux ind: inactive; Mtb UGM inh: 1.0; Mtb FBA inh: -2.1; PfHsp40 rescue: 1.2

How did C=CCOC(=O)C(=O)/C=C/c1ccc2c(c1)Cc1ccccc1-2 do in these assays?
GDH-TPI inh: 19.7; FadD28 FP inh: -2.7; Yp Topo-I inh: -4.6; BH1578 lux ind: -0.8; Mtb UGM inh: -0.2; TcdB GH inh: -0.6&-2.4; Mtb FBA inh: -1.1; PfHsp40 rescue: -0.6; Mtb BioA inh: -1.7

Results for C=CCS(=O)(=O)N1CCC(CCOc2ccccc2)(C(=O)OCC)CC1 ?
GDH-TPI inh: 0.9; FadD28 FP inh: -1.4; Yp Topo-I inh: 18.7; BH1578 lux ind: inactive; Mtb UGM inh: -1.1; TcdB GH inh: 0.4; Mtb FBA inh: -2.0; PfHsp40 rescue: 1.5

Results for Cc1nc2ccc(NC(=O)[C@@H](NC(=O)c3c(F)cccc3F)C(C)C)cc2s1 ?
GDH-TPI inh: 12.7; FadD28 FP inh: -0.2; Yp Topo-I inh: -1.2; BH1578 lux ind: -0.6; Mtb UGM inh: 0.6; TcdB GH inh: 1.5; Mtb FBA inh: 4.3; PfHsp40 rescue: -0.1; Mtb BioA inh: -0.6

How did Cc1cccc(-n2c(O)c(C=NCCCN3CCOCC3)c3ccccc3c2=O)c1 do in these assays?
GDH-TPI inh: 11.7; FadD28 FP inh: inconclusive; Yp Topo-I inh: 12.4; BH1578 lux ind: -0.3; Mtb UGM inh: 1.4; Mtb FBA inh: 3.8; PfHsp40 rescue: -1.8; Mtb BioA inh: inconclusive

What do the screens show for `O=C(O/N=C/c1ccc2c(c1)OCO2)c1ccc([N+](=O)[O-])cc1`?
GDH-TPI inh: 2.5; FadD28 FP inh: -1.3; Yp Topo-I inh: -5.1; BH1578 lux ind: 0.6; Mtb UGM inh: -0.3; TcdB GH inh: 1.4; Mtb FBA inh: 3.6; PfHsp40 rescue: -1.7; Mtb BioA inh: -0.7

Results for Cc1cccc(OCCC(=O)Nc2ccc(C)c(S(=O)(=O)N3CCCCC3)c2)c1 ?
GDH-TPI inh: 9.9; FadD28 FP inh: 0.6; Yp Topo-I inh: 25.9; BH1578 lux ind: -0.1; Mtb UGM inh: -1.5; TcdB GH inh: -4.9; Mtb FBA inh: 6.7; PfHsp40 rescue: 1.4; Mtb BioA inh: -2.2

Results for CC(=O)C1=C(O)C(=O)N(c2ccc(O)cc2)C1c1ccc([N+](=O)[O-])cc1 (stereo unspecified) ?
GDH-TPI inh: 12.1; FadD28 FP inh: 0.5; Yp Topo-I inh: 4.9; BH1578 lux ind: -2.1; Mtb UGM inh: -2.0; TcdB GH inh: 3.4; Mtb FBA inh: 0.6; PfHsp40 rescue: -0.8; Mtb BioA inh: 1.9

How did Cc1cc(C)n2nc(SCC(=O)N/N=C/c3cccc(Br)c3)nc2n1 do in these assays?
GDH-TPI inh: -2.0; FadD28 FP inh: 0.1; Yp Topo-I inh: -3.4; BH1578 lux ind: inactive; Mtb UGM inh: -2.9; TcdB GH inh: 3.5; Mtb FBA inh: 2.7; PfHsp40 rescue: -0.5

What do the screens show for `CCCS(=O)(=O)N1CCCC(c2nc(-c3ccc(OC)cc3)no2)C1` (stereo unspecified)?
GDH-TPI inh: -4.1; FadD28 FP inh: -2.8; Yp Topo-I inh: 8.0; BH1578 lux ind: -0.5; Mtb UGM inh: -1.4; TcdB GH inh: -0.2; Mtb FBA inh: 0.1; PfHsp40 rescue: -1.1; Mtb BioA inh: 0.1

How did Fc1cccc(CN2CCC(Cc3ccccc3)CC2)c1 do in these assays?
GDH-TPI inh: 11.2; FadD28 FP inh: -0.9; Yp Topo-I inh: 0.3; BH1578 lux ind: -0.6; Mtb UGM inh: 1.5; TcdB GH inh: 2.0; Mtb FBA inh: -2.4; PfHsp40 rescue: -1.1; Mtb BioA inh: 2.1

Results for c1csc(CSc2nnc3sc4ccccc4n23)c1 ?
GDH-TPI inh: 2.2; FadD28 FP inh: 1.3; Yp Topo-I inh: 0.9; BH1578 lux ind: -3.0; Mtb UGM inh: 0.1; Mtb FBA inh: -0.1; PfHsp40 rescue: -0.4; Mtb BioA inh: -0.7

How did NC(=O)c1cccc2c1C(=O)N(C1CCCCC1)C2 do in these assays?
GDH-TPI inh: 4.8; FadD28 FP inh: -0.2; Yp Topo-I inh: 8.5; BH1578 lux ind: -1.2; Mtb UGM inh: -2.4; TcdB GH inh: 0.5; Mtb FBA inh: -1.7; PfHsp40 rescue: -1.3; Mtb BioA inh: 1.0

Results for NS(=O)(=O)c1ccc(CCNC(=O)c2ccc(=O)[nH]c2)cc1 ?
GDH-TPI inh: 6.7; FadD28 FP inh: -1.0; Yp Topo-I inh: 8.2; BH1578 lux ind: -0.3; Mtb UGM inh: -4.3; TcdB GH inh: -0.6; Mtb FBA inh: 1.5; PfHsp40 rescue: 0.4
